From PubChem
EBI2 antag = antagonists of human EBI2 receptor; EBI2 beta-arrestin recruitment, luminescence, 7a,25-OHC stimulated; P32249; actives 0.81% (n = 360,000); inhibition, % at 5 µM; AID 651636; in the data active = inhibition above about 38%;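 also: enzyme fragment complementation signal reports receptor beta-arrestin coupling in cells; 0% = agonist plus DMSO wells and 100% = wells without agonist; some results beyond the cut were filed as inactive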
Target sequence (P32249 whole entry, looked up, the tested form may be a part): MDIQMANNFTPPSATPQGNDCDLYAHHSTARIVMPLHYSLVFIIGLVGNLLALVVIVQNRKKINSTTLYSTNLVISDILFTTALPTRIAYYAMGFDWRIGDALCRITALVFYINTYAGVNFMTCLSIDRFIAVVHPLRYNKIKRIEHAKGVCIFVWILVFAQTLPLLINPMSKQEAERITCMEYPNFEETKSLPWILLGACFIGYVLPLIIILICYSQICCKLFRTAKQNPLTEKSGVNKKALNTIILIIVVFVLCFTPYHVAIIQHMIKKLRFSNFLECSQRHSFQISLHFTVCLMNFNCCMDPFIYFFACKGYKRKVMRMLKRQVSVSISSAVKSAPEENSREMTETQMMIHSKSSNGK
UBC13 inh = inhibitors of human UBC13 polyubiquitin chain formation; P61088; TR-FRET; inhibition, % at 20 µM; actives 0.47% (n = 330,000); AID 485273; in the data active = inhibition above about 45%, passing the limit was not always enough
Target sequence (P61088 whole entry, looked up): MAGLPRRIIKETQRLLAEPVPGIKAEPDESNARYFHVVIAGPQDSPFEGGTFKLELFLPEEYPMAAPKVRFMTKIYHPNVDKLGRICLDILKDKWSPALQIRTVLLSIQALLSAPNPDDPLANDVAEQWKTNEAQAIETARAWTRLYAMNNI
Apaf-1 inh = human Apaf-1 inhibition; actives 0.71% (n = 330,000); inhibition, % at 20 µM; reconstituted apoptosome caspase-3 activity, DEVD-Rh110 fluorescence; active = inhibition of at least 40% at 20 µM;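 also: plate controls were DMSO wells for no effect and DEVD-CHO caspase inhibitor wells for full effect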
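Medium: Hepes buffer, pH 7.5 / System: biochemical Apaf-1 apoptosome reconstitution / Measured by: Rh110 fluorescence, excitation 480 nm, emission 540 nm / Times: compound with Apaf-1, dATP, procaspase-3 30 min, then 50 min reaction, room temperature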
CCR6 antagonist = blocks CCL20-driven beta-arrestin recruitment at human CCR6 | actives 0.49% (n = 340,000) | CHO-K1 CCR6 PathHunter beta-arrestin, luminescence, CCL20-stimulated | AID 493098 | P51684 | inhibition, % at 20 µM;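 active = compounds whose inhibition of the agonist-driven luminescence signal at 20 µM reaches about 50%, limit read from the data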;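 also: cells stimulated with CCL20 at 14 nM final; plate controls were DMSO with CCL20 for no effect and DMSO without agonist for full effect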
Target sequence (P51684 whole entry, looked up): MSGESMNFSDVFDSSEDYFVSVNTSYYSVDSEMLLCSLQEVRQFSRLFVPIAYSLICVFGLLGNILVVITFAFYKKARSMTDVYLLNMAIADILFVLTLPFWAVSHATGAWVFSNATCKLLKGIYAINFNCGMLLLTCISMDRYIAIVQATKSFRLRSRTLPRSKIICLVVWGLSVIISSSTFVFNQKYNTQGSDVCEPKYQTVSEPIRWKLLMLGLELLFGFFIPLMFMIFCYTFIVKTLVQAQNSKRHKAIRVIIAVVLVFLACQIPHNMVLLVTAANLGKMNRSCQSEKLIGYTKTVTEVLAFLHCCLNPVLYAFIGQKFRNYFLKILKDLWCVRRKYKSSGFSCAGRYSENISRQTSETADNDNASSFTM
697 NFkB inh = inhibitors of the PMA/ionomycin-induced NF-kB reporter in 697 B cells; 697 B-cell NF-kB luciferase reporter, 16 h; inhibition, % at 4 µM; actives 0.33% (n = 330,000); AID 435022; in the data active = inhibition above about 35%
SENP8 inh = inhibitors of human SENP8 protease; inhibition, % at 10 µM; actives 1.2% (n = 330,000); purified SENP8, Z-RLRGG-aminoluciferin cleavage, luminescence; AID 2540
Target sequence (Q96LD8 whole entry, looked up): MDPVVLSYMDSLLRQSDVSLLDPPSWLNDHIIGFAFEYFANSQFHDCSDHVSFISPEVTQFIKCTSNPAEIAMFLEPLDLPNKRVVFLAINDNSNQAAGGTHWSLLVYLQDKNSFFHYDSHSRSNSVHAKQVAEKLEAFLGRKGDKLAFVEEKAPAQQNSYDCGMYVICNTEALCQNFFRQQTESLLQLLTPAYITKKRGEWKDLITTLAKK
Gli-Sufu block = Gli-Sufu pathway antagonism; Sufu-KO-LIGHT fibroblasts, Gli luciferase reporter luminescence; inhibition, % at 5 µM; actives 0.74% (n = 340,000); AID 588413;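 active = inhibition above about 55%, limit read from the data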;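 also: 0% = DMSO-treated cells and 100% = wells with medium but no cells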
Jurkat NFkB inh = inhibitors of the PMA/ionomycin-induced NF-kB reporter in Jurkat cells; actives 0.53% (n = 330,000); PMA/ionomycin-induced NF-kB luciferase reporter, luminescence; inhibition, % at 4 µM; AID 435003
Active calls of the source: *. Rule as the data show it, unless noted: active = inhibition above about 50%; inactive = the rest.

| smiles | EBI2 antag | UBC13 inh | Apaf-1 inh | CCR6 antagonist | 697 NFkB inh | SENP8 inh | Gli-Sufu block | Jurkat NFkB inh |
| --- | --- | --- | --- | --- | --- | --- | --- | --- |
| O=C(Nc1nccs1)c1ccc2nccnc2c1 | -11.6 | -20.6 | -0.1 | 8.8 | -19.0 | -6.9 | -44.2 | -37.7 |
| Cc1ccc(NC(=O)CS(=O)CC(=O)NCC2OCCc3ccccc32)c(C)c1 (stereo not given) | -3.2 | -0.2 | -3.8 | 15.9 | -16.6 | -0.9 | 1.6 | -18.2 |
| Cc1cc(-c2nnc(SCC(=O)Nc3ccc(F)cc3)n2N)n[nH]1 | -6.9 | 0.3 | -8.9 | 1.5 | 11.2 | 8.8 | -9.4 | -2.7 |
| CNC(=S)NNC(=O)Cc1ccc(O)cc1 | 0.4 | 5.0 | 0.1 | 7.0 | -6.5 | -5.7 | 3.2 | 8.4 |
| O=C(O)C1CCCCC1C(=O)Nc1cc(C(F)(F)F)ccc1Cl (stereo not given) | 4.1 | -1.3 | -4.4 | -9.1 | -4.8 | -2.1 | 0.6 | -0.9 |
| COC(=O)C1=C(C)Nc2[nH]c(=S)[nH]c(=O)c2C1c1ccc(OC)cc1 (stereo not given) | -7.4 | 9.6 | -8.3 | -19.9 | 20.6 | -0.5 | -12.7 | 7.5 |
| CC1Cc2ccccc2N1CC(=O)Nc1ccc(S(=O)(=O)N(C)C)cc1 (stereo not given) | 2.0 | 15.5 | -444.1 | 5.9 | 15.3 | 5.1 | -3.7 | 20.4 |
| O=C(C(Cc1ccccc1)N1C(=O)C2C3C=CC(C3)C2C1=O)N1CCCCC1 (stereo not given) | -0.1 | 0.9 | -2.2 | 108.1* | -0.9 | -6.2 | -1.6 | 2.0 |
| Cc1nc2c(cc1NC(=O)c1ccccc1)nc(C)n2Cc1ccccc1 | 0.5 | -7.3 | 2.2 | 6.7 | 0.4 | 5.2 | 2.3 | 6.8 |
| C=CCNC(=O)NC(=O)COC(=O)C(C)Oc1ccc(Cl)cc1Cl (stereo not given) | -8.0 | -1.0 | 7.8 | -8.9 | 20.3 | 0.2 | -4.5 | -11.6 |
| COc1cccc(Nc2nc(CN3CCOCC3)nc3sc4c(c23)CCCC4)c1 | 3.4 | 12.3 | 7.7 | 18.6 | 15.6 | 0.0 | 15.7 | -2.5 |
| C=CCn1c(CCc2ccc(OC(C)C)cc2)n[nH]c1=S | -15.1 | -33.8 | 15.3 | 2.1 | -37.3 | -3.1 | -10.7 | -10.4 |
| COc1ccc(N2C(=O)NC(NC(=O)c3cccnc3)(C(F)(F)F)C2=O)cc1 (stereo not given) | -13.6 | -2.6 | 0.1 | 1.3 | 16.6 | -8.4 | -3.6 | 0.6 |
| Cc1ccc(NC(=O)CNC(=O)c2cccs2)nc1 | -7.2 | -3.9 | 6.4 | -4.6 | -22.7 | 0.9 | -5.0 | -13.4 |
| CCOC(=O)C1=C(CCc2ccccc2)NC(=O)NC1c1cccc([N+](=O)[O-])c1 (stereo not given) | 0.9 | 2.4 | 11.6 | 9.6 | 2.2 | -2.4 | -7.4 | -4.0 |
| CC(C)NC(=O)C1c2ccccc2Oc2ccccc21 | 2.7 | 1.8 | -18.0 | 6.2 | -2.8 | 2.9 | 18.2 | 5.0 |
| CC(OC(=O)C1CC(O)CN1S(=O)(=O)c1ccccc1[N+](=O)[O-])C(=O)N1CCCCC1 (stereo not given) | 17.5 | 4.7 | -12.2 | 16.3 | 5.4 | -0.1 | -10.4 | 2.3 |
| O=S(=O)(NC1=NCCCCC1)c1cc(F)ccc1F | -6.6 | -11.9 | -3.2 | 16.1 | 1.1 | -14.8 | 0.8 | -9.1 |
| O=c1c2ccc(Cl)cc2nc(-c2ccc([N+](=O)[O-])cc2)n1O | -2.7 | -41.0 | 1.0 | 6.3 | -4.9 | -3.0 | -1.4 | -12.7 |
| CCOC(=O)C(N)CSC1CC(=O)N(CCc2ccccc2)C1=O (stereo not given) | 5.5 | -9.6 | -3.7 | 12.0 | -4.4 | -6.6 | 2.8 | -0.7 |
| COc1ccc(-n2nc3cc(C)c(NC(=S)NC(=O)c4ccccc4C)cc3n2)cc1 | 30.7 | -6.3 | -6.5 | 37.3 | -55.2 | 5.0 | -36.6 | -60.5 |
| CCN(C(=O)CSc1nnc(-c2ccco2)n1C)c1c(N)n(Cc2ccccc2)c(=O)[nH]c1=O | 2.8 | -14.9 | -1.7 | -2.5 | 14.3 | -6.8 | -5.6 | 0.2 |
| CCn1ncc(-c2csc(N)n2)c1C | 3.9 | -3.7 | -5.0 | 7.8 | -6.3 | 0.5 | -13.5 | -12.5 |
| COc1ccc(CNC(=O)c2cc(C3CC3)on2)cc1 | -2.4 | -3.6 | 0.5 | 2.3 | -22.2 | 5.5 | -22.6 | -11.2 |
| O=C(O)CSc1nnc(-c2ccncc2)n1C1CCCCC1 | 4.4 | -9.9 | 11.6 | -21.1 | 11.1 | 4.0 | 6.0 | -4.7 |
| CC1(C)CC(=O)C2=C(C1)N1CCCCC1CC2=O (stereo not given) | -1.7 | 1.5 | -8.0 | -7.1 | 17.4 | -9.4 | 5.4 | -0.6 |
| O=C(Nc1ccc2c(c1)OCO2)C1CCCN1C(=O)Nc1cccc(F)c1 (stereo not given) | -9.4 | 4.7 | -11.4 | 7.9 | 21.9 | 3.0 | -13.8 | 5.0 |
| CS(=O)(=O)N(CC(=O)N/N=C/c1ccccc1C(=O)O)c1cccc(Cl)c1Cl | -6.0 | -2.6 | -12.3 | -3.3 | 25.1 | -4.8 | 16.1 | -3.2 |
| COc1ccc(COCCN2CCN(S(=O)(=O)c3ccccc3)CCC2=O)cc1 | -3.5 | 3.7 | -7.8 | 9.0 | 13.7 | -11.2 | 11.2 | -1.5 |
| COC(=O)c1ccc(-c2ccc(OC)c([C@H]3[C@H]4C=CC[C@@H](C)[C@@H]4C(=O)N3Cc3ccccc3)c2)cc1 | 22.0 | -11.8 | 19.8 | 19.3 | 30.7 | -13.3 | 53.9 | -23.5 |

An excerpt from above in order of length of the SMILES, lowest first.
| smiles | EBI2 antag | UBC13 inh | Apaf-1 inh | CCR6 antagonist | 697 NFkB inh | SENP8 inh | Gli-Sufu block | Jurkat NFkB inh |
| --- | --- | --- | --- | --- | --- | --- | --- | --- |
| O=C(Nc1nccs1)c1ccc2nccnc2c1 | -11.6 | -20.6 | -0.1 | 8.8 | -19.0 | -6.9 | -44.2 | -37.7 |
| COc1ccc(CNC(=O)c2cc(C3CC3)on2)cc1 | -2.4 | -3.6 | 0.5 | 2.3 | -22.2 | 5.5 | -22.6 | -11.2 |
| O=C(O)C1CCCCC1C(=O)Nc1cc(C(F)(F)F)ccc1Cl (stereo not given) | 4.1 | -1.3 | -4.4 | -9.1 | -4.8 | -2.1 | 0.6 | -0.9 |
| Cc1nc2c(cc1NC(=O)c1ccccc1)nc(C)n2Cc1ccccc1 | 0.5 | -7.3 | 2.2 | 6.7 | 0.4 | 5.2 | 2.3 | 6.8 |
| COc1cccc(Nc2nc(CN3CCOCC3)nc3sc4c(c23)CCCC4)c1 | 3.4 | 12.3 | 7.7 | 18.6 | 15.6 | 0.0 | 15.7 | -2.5 |
| CC(OC(=O)C1CC(O)CN1S(=O)(=O)c1ccccc1[N+](=O)[O-])C(=O)N1CCCCC1 (stereo not given) | 17.5 | 4.7 | -12.2 | 16.3 | 5.4 | -0.1 | -10.4 | 2.3 |

Next records:
| smiles | EBI2 antag | UBC13 inh | Apaf-1 inh | CCR6 antagonist | 697 NFkB inh | SENP8 inh | Gli-Sufu block | Jurkat NFkB inh |
| --- | --- | --- | --- | --- | --- | --- | --- | --- |
| CC1Cc2ccccc2N1C(=O)CSCC(=O)O (stereo not given) | -6.3 | -5.8 | -3.9 | 8.9 | -7.9 | -7.5 | -9.2 | -15.3 |
| CSCC(C)N1CCC(n2nccc2NC(=O)c2ccc3c(c2)OCO3)CC1 (stereo not given) | -6.8 | 17.1 | -2.8 | 6.9 | 8.6 | 1.1 | -4.1 | -9.1 |
| CC(=Nc1ccccc1)C1=C(O)CCCC1=O | -21.6 | 4.0 | -8.7 | 4.7 | 1.4 | -7.3 | -11.3 | -4.5 |
| COCCn1c(SCC(=O)c2c[nH]c3ccccc23)nnc1-c1ccncc1 | -7.8 | -6.1 | 4.4 | 2.2 | 14.2 | -2.0 | 2.5 | 3.4 |
| COc1cc2nc(C3CCC3)n(NC(=O)COc3ccccc3)c(=O)c2cc1OC | -5.8 | 6.7 | -15.4 | -1.6 | 18.4 | -5.2 | 0.0 | 6.8 |
| COc1ccc(C(=O)NNC(=O)CN2CCC(n3nnc4cc(F)ccc43)CC2)cc1 | 0.0 | -3.2 | -10.9 | 4.0 | 7.1 | -3.6 | -4.0 | 4.9 |
| Cc1cccc(/N=C/c2nc(-c3ccccc3Br)oc2O)n1 | 1.3 | -8.4 | 9.4 | 18.6 | -13.7 | -15.7 | -9.6 | -9.8 |
| O=C(c1cccc(Cl)c1)N1CCN(Cc2ccccc2F)CC1 | -4.3 | 3.1 | -0.2 | 0.6 | -10.9 | -4.5 | 0.0 | 1.2 |
| CCOc1ccc(CCNC(=O)COC(=O)C2CCN(c3ccc(C(F)(F)F)cn3)CC2)cc1OCC | 0.2 | 5.0 | 33.9 | 7.3 | -5.0 | 0.9 | -8.1 | -41.4 |
| Cc1cc(C(=O)COC(=O)c2ccc(O)cc2)c(C)n1CCc1ccc(F)cc1 | 4.5 | 5.6 | -1.4 | 12.4 | 4.6 | -8.0 | 4.5 | -17.2 |
| COCC(C)OC(=O)c1c(N)n(CC(C)C)c2nc3ccccc3nc12 (stereo not given) | 21.2 | 1.8 | 22.2 | 31.8 | 16.8 | 4.2 | 13.2 | 1.6 |
| COc1ccccc1CN1CC(C(=O)NCc2cc(F)ccc2C)CCC1=O (stereo not given) | 0.2 | 0.5 | 3.4 | 18.9 | -6.3 | 0.8 | -6.2 | -24.5 |
| CC1=C(CC/C(C)=N/NC(N)=S)C(C)(C)CCC1 | 28.9 | 14.3 | 2.5 | 19.0 | 25.3 | 1.6 | 38.4 | 13.8 |
| O=C(CSc1nnc(CNC(=O)c2ccco2)o1)Nc1ccccc1C(F)(F)F | -8.1 | 0.3 | -12.6 | 12.7 | -3.6 | -7.3 | 2.0 | -9.2 |
| CC1CCN(c2nnc(-c3cccs3)c3ccccc23)CC1 | 11.4 | -6.8 | 20.9 | 17.9 | -36.1 | -9.9 | 46.9 | -28.4 |
| COc1ccc(OC)c(CCNC(=O)C(C)n2nc(C)c3c(C)n(-c4ccc(C)cc4)nc3c2=O)c1 (stereo not given) | -2.9 | 2.1 | 17.7 | 8.1 | 40.0* | -6.1 | 12.2 | 48.7 |
| CCOC(=O)C1(Cc2ccccc2)C(=O)Nc2ccccc21 (stereo not given) | 2.7 | -12.1 | -0.8 | 3.9 | 8.9 | 4.8 | 5.4 | -1.1 |
| O=C(NCCc1ccccn1)c1cncc(Br)c1 | -11.0 | -9.0 | 4.6 | 22.1 | -12.6 | -3.2 | -9.4 | -33.4 |
| COc1ccc(S(=O)(=O)N2CCN(c3nc(-c4cccnc4)nc4ccccc34)CC2)cc1 | 12.2 | -12.4 | 32.9 | 12.5 | 9.4 | -9.4 | 8.6 | -10.7 |
| O=C(COC(=O)CCN1C(=O)C2CC=CCC2C1=O)Nc1ccc(Cl)cc1F (stereo not given) | -23.6 | -7.2 | 1.5 | 3.6 | 15.1 | -9.3 | -1.8 | 2.9 |
| COc1cccc(Oc2ccc(N/C=C/C(=O)C(C)(C)C)cc2)c1 | 22.4 | -13.9 | 9.0 | 25.8 | -6.2 | -13.5 | -5.4 | -23.5 |
| Cc1sc2nc(CN3CCCC3)nc(N3CCN(C(=O)c4ccco4)CC3)c2c1C | 9.1 | 2.6 | 15.7 | -2.1 | 11.4 | -9.5 | 20.8 | 8.8 |
| CCCNc1nc(=S)n(-c2ccccc2)c(C)c1C(C)=O | -4.0 | 6.1 | -6.8 | -1.3 | 6.4 | 0.2 | 9.8 | 5.1 |
| O=C(NNC(=S)NCc1ccco1)C(c1ccccc1)c1ccccc1 | 4.7 | -15.8 | 16.8 | 11.8 | -12.0 | -10.2 | -2.4 | -12.8 |
| CSc1ccccc1NC(=O)Nc1cccc(F)c1 | -2.9 | 5.2 | -8.5 | -7.6 | -26.9 | 69.3* | -17.8 | -19.7 |
| COc1ccc(N(C(=O)c2ccco2)S(=O)(=O)c2cccc([N+](=O)[O-])c2)cc1 | -21.8 | -1.9 | -8.1 | -10.0 | -2.8 | -1.7 | -3.9 | 5.4 |

Only part of the results is shown. The share of hits here may be higher or lower than overall.
